RXFP1 antag – qHTS Assay for Antagonists of the Relaxin Receptor RXFP1; HEK293-RXFP1, relaxin-stimulated cAMP HTRF, 30 min; stronger effect = lower value; 0.59% of 350,000 active; activity change, negative = inhibition, % at 57.5 µM; AID 1259400, 2018;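 active = activity change of -60% or lower, but not beyond a set lower limit; inconclusive = change between -60% and -40%, or beyond the set limit; inactive = change above -40%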
Target sequence (Q9HBX9 whole entry, looked up): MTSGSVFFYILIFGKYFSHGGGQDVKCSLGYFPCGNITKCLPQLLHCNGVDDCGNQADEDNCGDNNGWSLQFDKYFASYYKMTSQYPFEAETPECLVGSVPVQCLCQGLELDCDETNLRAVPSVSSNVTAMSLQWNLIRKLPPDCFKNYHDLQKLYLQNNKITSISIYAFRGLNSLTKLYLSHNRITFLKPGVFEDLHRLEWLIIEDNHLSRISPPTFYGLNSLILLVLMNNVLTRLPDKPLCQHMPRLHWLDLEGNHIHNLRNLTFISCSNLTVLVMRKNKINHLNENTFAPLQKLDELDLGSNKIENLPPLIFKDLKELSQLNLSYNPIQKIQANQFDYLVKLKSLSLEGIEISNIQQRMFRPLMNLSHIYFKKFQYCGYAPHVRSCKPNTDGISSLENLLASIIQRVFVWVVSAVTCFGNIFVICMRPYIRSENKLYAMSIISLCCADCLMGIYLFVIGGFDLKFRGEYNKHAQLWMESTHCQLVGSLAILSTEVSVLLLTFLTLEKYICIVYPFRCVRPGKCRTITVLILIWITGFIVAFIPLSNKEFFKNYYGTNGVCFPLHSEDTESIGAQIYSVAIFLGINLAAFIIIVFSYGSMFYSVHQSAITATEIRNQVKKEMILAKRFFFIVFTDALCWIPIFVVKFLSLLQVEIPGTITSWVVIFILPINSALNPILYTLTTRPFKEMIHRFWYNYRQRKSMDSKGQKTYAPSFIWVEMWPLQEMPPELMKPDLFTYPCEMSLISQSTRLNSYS
* marks the source's active call; other numbers are inactive results; ? = inconclusive. % is scaled to controls: 0 for no effect and ±100 for the full control effect. The list is partial; count on the stated rates, not on these rows.

Sample of the layout:
SMILES	RXFP1 antag
CSc1cccc(N2CC(C(=O)N3CCN(S(=O)(=O)c4ccccc4Cl)CC3)CC2=O)c1 (centres undefined)	-1
COc1cc(C2c3cc4c(cc3C(O)C3COCC23)OCO4)cc(OC)c1OC (centres undefined)	4
CC(C)(C)c1csc(NC(=O)CCS(=O)(=O)c2ccc(F)cc2)n1	-1
C=CCC(NCc1ccccc1)c1ccc(C)o1 (centres undefined)	2

This part in full, from the start:
SMILES	RXFP1 antag
CSc1cccc(N2CC(C(=O)N3CCN(S(=O)(=O)c4ccccc4Cl)CC3)CC2=O)c1 (centres undefined)	-1
COc1cc(C2c3cc4c(cc3C(O)C3COCC23)OCO4)cc(OC)c1OC (centres undefined)	4
CC(C)(C)c1csc(NC(=O)CCS(=O)(=O)c2ccc(F)cc2)n1	-1
C=CCC(NCc1ccccc1)c1ccc(C)o1 (centres undefined)	2
COc1ccc(OC)c(C=NN=Cc2cc(OC)ccc2OC)c1	-10
COC(=O)C1(C(=O)OC)C2C(=O)C3C(C21)C3(C(=O)OC(C)(C)C)C(=O)OC(C)(C)C (centres undefined)	2
O=c1[nH]c2cc([N+](=O)[O-])ccc2c2cc(Br)ccc12	-3
CCCCCC(=O)N1C[C@H](n2cc(COC(=O)c3ccccc3)nn2)[C@@H](O)C[C@@H]1c1ccc(Cl)cc1	4
Cc1cc([N+](=O)[O-])c(NCCCCCCO)c([N+](=O)[O-])c1	-8
Fc1ccc(NC(=S)N2CCCC2)cc1	-7
O=S(=O)(c1cccc(Br)c1)N1CCN(c2ncnc3scc(-c4ccccc4)c23)CC1	-2
C[C@@H]1CCCCO[C@@H](CN(C)C(=O)c2ccncc2)[C@@H](C)CN([C@H](C)CO)C(=O)c2cc(N(C)C)ccc2O1	0
Nc1ccn([C@@H]2O[C@H](CNCc3ccc(-c4cc(C(F)(F)F)ccc4Cl)o3)[C@@H](O)[C@H]2O)c(=O)n1	13
O=C(c1ccncc1)N1CCN(S(=O)(=O)c2ccc(OC(F)(F)F)cc2)CC1	-2
COc1ccc(NC(=S)N(CCc2ccncc2)C(C)C)cc1Cl	6
Cc1cc(C)c(C(N)=O)c(SCC(=O)c2cc(C)n(-c3cc(C)on3)c2C)n1	0
Cc1ccc2nc(-c3ccccc3)nn2c1	-5
COc1ccccc1Nc1cc(C)nc2c(C)cccc12	-5
CN(C)c1ccc(C=c2c3cc([N+](=O)[O-])ccc3n3c2cc(-c2ccccc2)[n+]3C)cc1	-31
CCN(CC)C(=O)Cn1cc(S(=O)(=O)CC(=O)N2CC(C)OC(C)C2)c2ccccc21 (centres undefined)	-2
C[C@@H]1CN([C@@H](C)CO)C(=O)CCCn2cc(nn2)CO[C@H]1CN(C)S(=O)(=O)c1cccc(C#N)c1	8
CCN(CC)CCCNC(=O)CNC(=O)c1nn(-c2ccc(OC)cc2OC)c(=O)c2ccccc12	-6
Cc1occc1C(=O)N/N=C/C1=C(N2CCOCC2)C(=C/c2ccc(Cl)cc2Cl)/CC1	4
COc1ccc(N/C(N)=N/c2nc(C)cc(C)n2)cc1	2
O=C(Nc1cc(S(=O)(=O)N2CCOCC2)ccc1Cl)c1ccncc1	0
CCN(CC)C(=O)C1=C(C)N(Cc2ccc(F)cc2)C(=O)C(CC(=O)NC(c2ccccc2)c2ccccc2)C1 (centres undefined)	8
CC1CC(C)CN(C(=O)C(C)N2CCN(S(=O)(=O)c3ccc(Br)s3)CC2)C1 (centres undefined)	-6
CC1CCc2sc(C(=O)N3CCN(c4ncccn4)CC3)cc2C1 (centres undefined)	-18
CN(C)c1ccc(Sc2ccc3nc(N)nc(N)c3c2)cc1	5
O=C1NC(=O)C2(N1)C(=O)c1cccc3cccc2c13 (centres undefined)	0
CSc1ncnc2c1ncn2CCCNCC(c1ccccc1)c1ccccc1	1
O=C(CN1C(=O)NC2(CCCC2)C1=O)NCCc1ccc(F)cc1	-9
N#CCc1ccc(OC(=O)c2cccnc2Cl)cc1	11
CCN(CC)C(=O)C1=C(C)N(CCCN2CCCC2=O)C(=O)C(CC(=O)NCCc2ccccn2)C1 (centres undefined)	2
O=c1ccn2c(n1)SC(c1ccccc1)C2 (centres undefined)	6
CCCCCc1ccnc(CC(=O)c2ccc(OC)cc2)c1	7
Cc1nc(SCC(=O)N2CCCC2=O)c2c(C)c(C)sc2n1	-9
Cc1ccc(C(=O)CCC(=O)Nc2cccc(C(F)(F)F)c2)cc1C	-15
Cc1ccc2c(COC(=O)C3CC(=O)N(c4ccc5c(c4)OCCO5)C3)cc(=O)oc2c1 (centres undefined)	-15
Cc1ccc(O)c2ncccc12	-15
O=C(Nc1ccnn1C1CCN(Cc2ccc(CO)o2)CC1)c1cccc(F)c1	7
Cc1ccc(S(=O)(=O)N2C[C@H]3n4c(=O)ccc(=O)n4C[C@H](OC(=O)NC4CC4)[C@@]3(O)C2)cc1	-1
COc1ccc(NC(=O)CNc2ccc(OC)c(S(=O)(=O)N3CCOCC3)c2)cc1	-3
Clc1nc(NCCc2ccccc2)c2cn[nH]c2n1	8
Cc1ccccc1NC(=O)c1cccc(NC(=O)c2c(C(=O)O)cccc2[N+](=O)[O-])c1	-9
CN(C(=O)COC(=O)Cc1ccc(Br)cc1)c1c(N)n(Cc2ccccc2)c(=O)[nH]c1=O	2
Oc1cccc(C=NNc2ccccn2)c1	1
Cn1c(N)c(C(=O)COC(=O)/C=C/c2cccc(Cl)c2)c(=O)n(C)c1=O	-16
CCN(c1cccc2ccccc12)S(=O)(=O)c1cccs1	1
Cc1ccccc1N1CCN(C2CCCN(C(=O)CSc3ccccn3)C2)CC1 (centres undefined)	8
O=C(Cn1ccccc1=S)c1ccc(Cl)c(Cl)c1	1
COc1cc(/C=C(/C#N)c2nc3ccccc3[nH]2)ccc1Oc1ncccc1[N+](=O)[O-]	-24
Cn1c(=O)c2c(nc(SCCN3CCOCC3)n2Cc2ccc(Cl)cc2)n(C)c1=O	3
O=c1[nH]c(=O)n([C@H]2O[C@H](CO)[C@@H](O)[C@@H]2O)cc1/C=C\Br	5
COc1ccc(S(=O)(=O)N(C)C[C@H]2Oc3ncc(-c4ccncc4)cc3C(=O)N([C@@H](C)CO)C[C@@H]2C)cc1	-2
COc1ccc(NC(=O)CSc2nnnn2C2CCCC2)cc1S(=O)(=O)N1CCOCC1	5
CCN(CC)S(=O)(=O)c1cccc(NC(=O)c2ccc(S(=O)(=O)N3CCCC3)cc2)c1	2
COc1cccc(OC(=O)c2ccccc2)c1OC(=O)c1ccccc1	-22
COc1ccc(C2=NNC(=O)C2(C)Br)cc1 (centres undefined)	2
CC1CCCC(C)N1C(=O)COC(=O)CN1C(=O)c2ccccc2C1=O (centres undefined)	1

More structures
SMILES	RXFP1 antag
O=C1NN(c2ccccc2)C(=O)C1=Cc1ccccc1O	5
O=C(NC1CCN(Cc2ccccc2)CC1)c1cccc(NS(=O)(=O)c2ccc(Br)cc2)c1	-15
O=c1[nH]cnc(O)c1Nc1cccc(Cl)c1	10
CCCn1c(=S)[nH]c2cc(C(=O)N3CCN(C)CC3)ccc2c1=O	-4
Cc1c(NS(=O)(=O)c2cccc(C(=O)N3CCC(C(N)=O)CC3)c2)c(=O)n(-c2ccccc2)n1C	1
COc1ccc(C=NOCC(=O)OCC(=O)Nc2ccc(OC)cc2)cc1	0
Nc1ccc(S(=O)(=O)Nc2ccccc2)cc1	-14
O=C(Nc1cc([N+](=O)[O-])c2[nH]c(=O)c3ccccc3c2c1)C(F)(F)F	-2
COc1ccc(C(=O)OCC(=O)NC(=O)NC2CCCC2)cc1[N+](=O)[O-]	4
CCc1cnccc1CCC(=O)Nc1ccccc1C	1
CN(C)CCC1(c2ccccc2)CCN(C)C1=O (centres undefined)	3
N#Cc1c(NCc2ccccc2)ccnc1Cl	-4
Cc1ccc(C(=O)NCCCn2ccnc2)cc1C	0
O=C(CN1C(=O)NC2(CCCC2)C1=O)Nc1cc(S(=O)(=O)N2CCCCC2)ccc1Cl	-9
CCc1cccc(NC(=O)COC(=O)c2c(C)nn(-c3ccccc3)c2C)c1	-7
CCN1C(=O)[C@H]2[C@@H](c3ccc(OC)cc3)N[C@]3(CCCN(Cc4ccc(OC)cc4)C3=O)[C@H]2C1=O	-9
Cc1ccc(NC(=O)CN(C)C(=O)COc2ccccc2-c2ccccc2)cc1	-8
CCCCCCC(=O)Nc1ccc(S(=O)(=O)Nc2onc(C)c2C)cc1	6
C[C@@H]1CN([C@H](C)CO)C(=O)c2c(c3ccccc3n2C)-c2ccccc2CO[C@@H]1CN(C)S(=O)(=O)c1cccs1	-6
OC(c1ccccc1)(c1ccccc1)c1nccn1-c1ccccc1	9
COc1ccc(C(=O)O/N=C/c2ccc(S(=O)(=O)c3ccc(Cl)cc3)nc2)cc1	-6
N#Cc1ccc(S(=O)(=O)NCCc2ccncc2)cc1	-8
Cc1cccc(N/C(N)=N/c2nc(C)cc(C)n2)c1	-20
O=C(CN1C(=O)c2cccc([N+](=O)[O-])c2C1=O)NNC(=O)c1ccc(F)cc1	-9
CCCCOc1ccccc1C1NC(=O)NC(C)=C1C(=O)OCCOC (centres undefined)	-28
Cc1cccc(C(C)C)c1NC(=O)COC(=O)CCC(=O)N(CC(C)C)c1c(N)n(CC(C)C)c(=O)[nH]c1=O	1
O=C(Nc1cccc(C(=O)O)c1)/C(=C/c1ccccc1)NC(=O)c1cccc(Br)c1	0
Nc1nc(SCc2ccccc2)cc(SCc2ccccc2)n1	-32
Cc1c(N(C)S(=O)(=O)c2cccc(C(=O)NCc3cccnc3)c2)c(=O)n(-c2ccccc2)n1C	1
CN(C)S(=O)(=O)c1cc(NC(=O)COC(=O)CC2CC3CCC2C3)ccc1Cl (centres undefined)	-1
COCCNC(=S)N1CCC(C(=O)c2ccc(F)cc2)CC1	6
C=C1C(=O)OC2C=C(CO)C3OC3C3OC3(C)CC(OC(=O)/C(=C/C)COC(C)=O)C12 (centres undefined)	5
O=C1C=C(C#Cc2ccccc2)C[C@@H](c2ccc(F)cc2)C1	7
CCOc1ccc2ncc(S(=O)(=O)c3ccccc3)c(N3CCN(c4ccccc4)CC3)c2c1	-8
COc1ccc(Cl)cc1N1C(=O)/C(=C/c2sccc2C)N=C1SCC(=O)NC1CC1	4
O=C1CN(C(=O)COC(=O)CCC(=O)c2ccc(F)cc2)c2ccccc2N1	1
Cc1ccc2c(c1)=N/C(=N\c1[nH]c(O)c3ccccc13)N=2	19
Cc1ccc(NC(=S)NCCc2ccc(S(N)(=O)=O)cc2)c(C)c1	0
N#CCC(=O)Nc1ccc(C(=O)OCC(=O)Nc2cccc3ccccc23)cc1	-16
Cn1c(N=Cc2ccc([N+](=O)[O-])cc2)c(N)c(=O)n(C)c1=O	10
COc1ccc(/C=C2\N=C(SC)N(C)C2=O)cc1	-1
COCCn1c(C)cc(C(=O)COC(=O)/C=C/c2ccc(OC)cc2OC)c1C	4
CCN(CC)CCN(C(=O)/C=C/c1cccs1)c1nc2ccc(OC)cc2s1	5
O=C(O)C1C2CCC(O2)C1C(=O)NCc1ccncc1 (centres undefined)	-2
CC(=O)NCc1c(Cl)cccc1-n1cccc1	20
CCN(C(=O)C=Cc1ccco1)c1ccccc1	-1
O=C(CC(NC(=O)c1ccccc1)c1ccccc1)NCc1ccccc1 (centres undefined)	-11
COc1cccc(CNC(=O)[C@H](C)NC(=O)N2CC(=O)Nc3ccccc32)c1	5
Cc1cccc(NC(=O)CCc2ccc(N3C(N)=NC(N)=NC3(C)C)cc2)c1	1
CCC(=O)N1N=C(c2ccc(NS(=O)(=O)c3ccc(C)cc3)cc2)CC1c1ccco1 (centres undefined)	-5
COc1ccccc1NC(=O)c1ccc(COc2ccccc2OC)cc1	-3
COc1ccc(N(C)S(=O)(=O)c2cccc(C(=O)OCC(=O)c3c(N)n(C)c(=O)n(C)c3=O)c2)cc1	-32
Cn1c(SCC(=O)Nc2cccnc2Cl)nnc1-c1ccco1	23
O=C(COc1ccc(-c2nnco2)cc1)Nc1ccc(F)c(Cl)c1	9
CC(=O)OCC(=O)C1(O)CCC2C3CC(F)C4=CC(=O)CCC4(C)C3C(O)CC21C (centres undefined)	9
O=C(CSc1nnc(-c2ccccc2F)n1C1CCCCC1)Nc1cc(C(=O)O)ccc1Cl	-3
COc1ccccc1NC(=O)C1CCOC1=O (centres undefined)	1
O=C(CCNC(=O)c1ccco1)NCc1ccc(F)cc1	2
Cc1ccc(S(=O)(=O)N2CCN(C(=O)C3CCN(c4ncnc5sc(C)c(C)c45)CC3)CC2)c(C)c1	5
Cc1ccc(Nc2c(O)nc[nH]c2=O)cc1	-3

Later entries.
SMILES	RXFP1 antag
Cc1cc(C)cc(C(=O)NCC(=O)OCC(=O)NC2CC2)c1	-1
O=C(Cc1ccc2c(c1)OCO2)NN=Cc1ccc([N+](=O)[O-])o1	7
Cc1cc(OC(=O)c2c(C)cc(OC(=O)c3c(C)cc(O)cc3O)cc2O)cc(O)c1C(=O)O	-10
O=C1C=C(c2c(O)ccc3ccccc23)c2ccccc2C1=O	?
C/C(=N\NC(=O)Cc1ccc(Cl)cc1)c1ccccn1	5
CCOC(=O)c1ccc(OC(=O)CCCCCN=C(N)N)cc1	6

3 structures from above, ordered by length of the SMILES, falling:
SMILES	RXFP1 antag
O=C(Cc1ccc2c(c1)OCO2)NN=Cc1ccc([N+](=O)[O-])o1	7
CCOC(=O)c1ccc(OC(=O)CCCCCN=C(N)N)cc1	6
C/C(=N\NC(=O)Cc1ccc(Cl)cc1)c1ccccn1	5

Compound activity from PubChem.
